# Screening results as filed in PubChem.
# MT1-MMP act inh = blocks activation of human MT1-MMP; AID 651647; P50281; HT1080 RFP-PRO-GFP cells, GFP/RFP ratio fluorescence, overnight; percent of plate control window, DMSO zero; GFP/RFP ratio change, % at 20 µM; 360,000 compounds, 0.061% hits;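 active = GFP/RFP ratio change of at least 30% with cell ATP level not reduced by more than half and red fluorescence within 50% of control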; note: strong numbers were not always called active
#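 Test system: HT1080 RFP-PRO-GFP cells; Benchmarks: DMSO and RFP-L50D-GFP cell wells; Timing: cells overnight before dosing, compound overnight, 37 °C, 5% CO2; Compound: one 20 µM compound dose with 1% DMSO; Read-out: GFP/RFP fluorescence ratio.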
# Rpn11 block = blocks the human proteasome subunit Rpn11. O00487. AID 588493. 360,000 compounds, 0.59% hits. calls only at 20 µM. human 26S proteasome, Ub4-pepOG fluorescence polarization; 20S core pre-blocked with epoxomicin;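 active = inhibition at 20 µM, scaled to each plate's controls, above about 33%, limit read from the data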
# CendR NRP1 mod = alters CendR peptide binding to human NRP-1 | O14786 | FAM-RPARPAR peptide binding to NRP-1, fluorescence polarization | inhibition, % at 25 µM | 360,000 compounds, 0.85% hits;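 active = inhibition or corrected inhibition above about 18%, plus a signal ratio from 0.5 to 1.5, limit read from the data, passing the limit was not always enough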; note: strong numbers were not always called active
# Target sequence (O14786 whole entry, looked up): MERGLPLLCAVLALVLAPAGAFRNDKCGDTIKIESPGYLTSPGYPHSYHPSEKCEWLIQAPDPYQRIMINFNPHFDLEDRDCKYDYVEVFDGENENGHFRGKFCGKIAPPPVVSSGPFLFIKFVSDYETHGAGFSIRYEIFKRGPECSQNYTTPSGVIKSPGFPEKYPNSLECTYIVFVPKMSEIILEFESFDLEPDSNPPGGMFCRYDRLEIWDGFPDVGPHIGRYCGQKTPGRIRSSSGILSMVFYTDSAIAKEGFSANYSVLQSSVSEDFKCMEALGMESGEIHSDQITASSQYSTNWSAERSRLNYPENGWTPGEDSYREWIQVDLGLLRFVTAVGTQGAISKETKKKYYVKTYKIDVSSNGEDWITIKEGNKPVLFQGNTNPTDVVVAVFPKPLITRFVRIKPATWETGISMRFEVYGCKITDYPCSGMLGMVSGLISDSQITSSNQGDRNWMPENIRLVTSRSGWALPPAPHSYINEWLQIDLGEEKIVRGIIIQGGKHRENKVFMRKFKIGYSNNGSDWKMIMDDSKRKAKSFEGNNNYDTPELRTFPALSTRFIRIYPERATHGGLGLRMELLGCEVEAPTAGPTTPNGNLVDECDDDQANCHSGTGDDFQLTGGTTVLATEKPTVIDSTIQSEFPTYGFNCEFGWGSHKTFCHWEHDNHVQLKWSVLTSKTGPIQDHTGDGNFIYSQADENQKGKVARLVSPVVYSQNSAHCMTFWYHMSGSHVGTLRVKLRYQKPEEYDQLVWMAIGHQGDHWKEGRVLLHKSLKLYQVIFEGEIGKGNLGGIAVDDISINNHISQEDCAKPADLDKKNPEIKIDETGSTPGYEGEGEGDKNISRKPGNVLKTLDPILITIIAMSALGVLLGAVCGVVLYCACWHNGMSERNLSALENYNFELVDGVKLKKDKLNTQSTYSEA
# SKN-1 inh = C. elegans SKN-1 inhibition | C. elegans VP596 Pgst-4::GFP/RFP ratio, acrylamide-induced, 24 h | inhibition, % at 21.8 µM | 360,000 compounds, 0.49% hits;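 active = interference check ratio from 0.5 to 1.5 plus GFP to RFP signal ratio inhibition reaching or exceeding a fixed threshold, cut at about 30% in these data, passing the limit was not always enough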; note: some compounds called inactive have numbers as strong as hits
# DNMT1 block = DNMT1 (human) enzyme inhibition. P26358. DNMT1 molecular beacon, Hinp1I cleavage, fluorescence. inhibition (reported as % activation of signal), % at 10 µM. 360,000 compounds, 0.83% hits. AID 588458; in the data active = inhibition above about 50%
# Scp-1 inhibitor = inhibitors of human Scp-1 phosphatase | Q9GZU7 | Recombinant Scp1, phosphopeptide, malachite green phosphate absorbance | inhibition, % at 20 µM | 340,000 compounds, 0.88% hits | AID 493091;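 active = inhibition above about 50% at 20 µM, limit read from the data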;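 note: plate controls were DMSO wells with enzyme for no effect and wells lacking enzyme for full effect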
# Target sequence (Q9GZU7 76-261 limits assumed): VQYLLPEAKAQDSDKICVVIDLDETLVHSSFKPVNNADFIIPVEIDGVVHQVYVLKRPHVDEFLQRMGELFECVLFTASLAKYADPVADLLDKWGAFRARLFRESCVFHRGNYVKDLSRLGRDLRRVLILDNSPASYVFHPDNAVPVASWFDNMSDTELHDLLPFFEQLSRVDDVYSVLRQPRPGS
#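 Material – SCP-1 phosphatase catalytic domain, residues 76-261 · Buffer or medium – Acidic Tris acetate buffer with magnesium and detergent · Also added – Phospho 17-mer peptide substrate · Compound – single 20 µM dose, 1% DMSO · Times – 45 min room-temperature reaction, 5 min colour, 30 min stabiliser · Technique – Phosphate-binding colour reagent, absorbance read at 630 nm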
# STEP block = blocks human striatal-enriched tyrosine phosphatase; inhibition, % at 20 µM; recombinant STEP, OMFP fluorogenic substrate, fluorescence; AID 588621; 360,000 compounds, 0.25% hits;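 active = inhibition at 20 µM, scaled per plate between control wells, above about 37%, limit read from the data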;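 note: 0% = DMSO with enzyme and substrate and 100% = substrate only without enzyme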
#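 Also added – OMFP at 25 µM · Test system – STEP tyrosine phosphatase · Technique – FITC-channel fluorescence of OMFP product · Schedule – 20 min at room temperature, dark · Evaluation – control-normalized % inhibition with plate pattern correction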
# SUMO1 PPI mod = SUMO1-SIM interaction modulation. P63165. SUMO1 binding to a labelled peptide, TR-FRET, 1 h. inhibition, % at 20 µM. 360,000 compounds, 0.33% hits. AID 602429; in the data active = inhibition above about 37%
# LMPTP block = LMPTP (human) inhibition. P24666. recombinant LMPTP-A, OMFP fluorogenic substrate, fluorescence intensity. inhibition, % at 20 µM. 360,000 compounds, 0.22% hits. AID 651560;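 active = compounds that cut the enzyme signal by at least half of the control window in the single-dose screen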;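 note: plate controls were DMSO wells with enzyme plus substrate for no effect and substrate without enzyme for full effect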
#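 Test system: LMPTP-A phosphatase enzyme. Amount: LMPTP-A at 0.625 nM final in the reaction. Reagent: OMFP substrate, 400 µM final. Times: 50 min at room temperature. Signal: endpoint fluorescence intensity from OMFP dephosphorylation. Read-out basis: % inhibition. Benchmarks: no-enzyme and uninhibited controls.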
# NadD block = inhibitors of Staphylococcus aureus NadD. purified NadD enzyme, colorimetric absorbance read-out. 360,000 compounds, 0.78% hits. inhibition, % at 20 µM; in the data active = inhibition above about 26%; note: some compounds past the cut are filed as inactive
# * hit, by the source's call; i = inactive; / = not tested or not shown. Not a hit list. About 3.9% of those tested had a hit in this group.
SMILES,MT1-MMP act inh,Rpn11 block,CendR NRP1 mod,SKN-1 inh,DNMT1 block,Scp-1 inhibitor,STEP block,SUMO1 PPI mod,LMPTP block,NadD block
Cn1c2ccccc2c2cnn(CC(=O)N3CCCCC3)c(=O)c21,-0.5,i,3.3,-1.4,0.0,-5.6,-2.2,2.7,-2.1,-5.8
COc1ccc(CCNC(=O)C2(C)CCC(=O)N2Cc2ccc(F)cc2Cl)cc1OC (stereo not given),-1.1,i,5.8,12.9,1.1,-7.5,-0.8,-0.4,-1.4,1.6
Cc1cccc(C2=NN(c3ccccc3)[C@@H](C(=O)N3CCOC3=O)[C@@H]2c2ccc(Cl)cc2)c1,0.4,i,-9.6,11.5,-9.1,8.2,1.6,-3.0,3.2,14.5
CC(=O)c1cccc(NC(=O)C2CCCC2)c1,0.0,i,7.5,8.2,-1.9,-4.4,4.2,-4.3,-2.1,5.7
Cc1ccccc1NC(=O)Cc1nnc(SCc2ccc(Cl)c(Cl)c2)n1C,3.5,i,-7.5,-0.7,-2.0,6.9,0.5,0.8,-0.9,-1.2
Cn1cnc(S(=O)(=O)NC2CCN(Cc3ccccc3)CC2)c1,-0.1,i,-5.4,28.4,2.2,-5.2,1.1,-4.1,-1.5,-5.2
COC(=O)/C=C1/N/C(=N\c2nc(C)cc(C)n2)N(c2ccc(Cl)cc2)C1=O,-3.8,i,-19.4,12.2,-2.6,0.5,-2.5,-4.6,-0.5,3.1
Cc1cc(C)c(S(=O)(=O)CCC(C)C)c(=O)[nH]1,1.0,i,1.0,-13.2,4.6,-6.4,-4.9,3.7,-0.1,-1.8
COC(=O)c1ccc(CSc2nc(C(F)(F)F)c3c(c2C#N)CCC3)o1,-3.3,i,-0.5,30.0,-6.8,1.0,6.9,0.5,2.2,-2.9
CC1(c2cccc(Br)c2)NC(=O)N(CC(=O)Nc2ccc(N3CCCCC3)cc2)C1=O (stereo not given),4.8,i,14.5,-1.1,-8.8,/,-3.0,-5.5,-1.4,4.1
CN(CCCNC(=O)c1cn(C)c2ccc(S(=O)(=O)N(C)C)cc2c1=O)c1ccccc1,-0.5,i,-3.6,10.4,0.9,-8.0,1.2,7.0,7.2,0.4
O=C(CNC(=O)c1ccco1)Nc1ccncc1,4.5,i,-0.6,-8.7,5.5,1.4,-0.1,0.2,-1.5,-3.9
COc1ccc(C2=NOC(C(=O)N3CCCCCC3)C2)cc1OC (stereo not given),0.0,i,-1.1,13.7,1.4,-4.4,0.6,-5.1,-0.3,1.7
Cc1ccc2c(c1)N(CC(=O)NC1CCCC(C)C1C)C(=O)c1cccnc1O2 (stereo not given),8.1,i,-2.0,-8.5,-0.6,-4.2,0.8,1.2,0.0,-1.5
COc1ccc(Nc2nc(-c3cccc(OC)c3O)nc3ccccc23)cc1,-13.1,i,-0.8,19.1,-15.6,-13.1,0.7,12.7,5.1,15.7
Cc1ccc(-c2nnc3cccc(Cl)n23)cc1,-1.4,i,-5.7,-0.9,0.0,-4.9,4.9,0.2,-0.4,-5.6
CN=c1scc(C)n1/N=C/c1ccc(O)cc1O,2.6,i,4.5,-0.4,-7.4,6.8,4.9,-7.1,1.2,-9.3
O=C(Nc1nncs1)c1cc(S(=O)(=O)N2CCOCC2)ccc1Cl,0.0,i,-1.0,6.8,1.1,-3.4,-3.7,-1.2,-0.7,-6.4
CCCCOC(=O)C1=C(C)Nc2ncnn2C1c1cc(OC)ccc1OC (stereo not given),0.9,i,8.3,3.6,1.4,-6.1,-0.9,2.9,-2.2,-0.8
Cc1ccc(NC(=O)C(=O)NCCN2CCN(C(=S)Nc3ccccc3)CC2)cc1,1.4,i,-11.6,17.4,-0.1,-2.4,-1.5,-1.7,1.5,-3.7
Brc1ccccc1-n1nnc(-c2cnc3ccccc3c2)n1,-1.2,i,-17.8,20.5,-2.2,1.6,-2.1,-9.3,1.7,4.5
NS(=O)(=O)c1ccc(CNC(=O)c2cc(-c3cccs3)nc3ccccc23)cc1,0.3,i,0.2,5.0,6.8,7.7,-1.9,-20.6,0.5,-0.3
COc1ccc(S(=O)(=O)Nc2cccc(S(=O)(=O)NC3=NCCC3)c2)cc1[N+](=O)[O-],-1.5,i,2.4,2.4,3.1,-3.9,0.0,-20.4,-0.3,-1.2
COC(=O)c1c(C)oc2ccc(N(C(=O)Oc3ccccc3)S(=O)(=O)c3ccccc3)cc12,-14.8,i,-13.9,1.3,-3.0,-16.9,4.1,-2.3,1.9,-4.9
CCN1CCCC1CNC(=O)C1CCN(Cc2nc(-c3cccc(Br)c3)oc2C)CC1 (stereo not given),5.2,i,-0.6,-15.5,-5.2,-21.4,-0.8,0.1,0.0,-4.4
O=C(NCc1ccccc1)C1c2ccccc2OCC(=O)N1CCCN1CCOCC1 (stereo not given),4.0,/,-9.4,5.3,/,/,/,2.4,-3.4,-0.5
O=C(Nc1ccc2c(c1)OCO2)C1CCN(S(=O)(=O)c2ccc3c(c2)OCCO3)CC1,20.0,i,-0.7,-11.2,0.6,1.5,0.5,1.7,-0.6,0.2
CCOC(=O)C1=NN(c2ccc(Cl)cc2)/C(=C/C2=NCCc3cc(OC)c(OC)cc32)S1,-9.1,i,-11.6,6.3,-2.4,-3.1,0.0,1.1,-1.6,7.8
CN(C)CCNC(=O)C12CC3(C)CC(C)(CC(C)(C3)C1)C2,13.8,i,14.6,-4.7,1.5,-10.0,-1.0,-1.5,-1.5,6.4
O=C(NCc1ccccc1)C(c1ccncc1)n1c(=O)c(-c2ccco2)nc2ccccc21 (stereo not given),-3.3,/,-15.5,13.2,/,/,/,-13.0,5.8,/

# Filtered by structure: the compounds so far containing an aryl thioether with sulfur outside any ring (2)
SMILES,MT1-MMP act inh,Rpn11 block,CendR NRP1 mod,SKN-1 inh,DNMT1 block,Scp-1 inhibitor,STEP block,SUMO1 PPI mod,LMPTP block,NadD block
Cc1ccccc1NC(=O)Cc1nnc(SCc2ccc(Cl)c(Cl)c2)n1C,3.5,i,-7.5,-0.7,-2.0,6.9,0.5,0.8,-0.9,-1.2
COC(=O)c1ccc(CSc2nc(C(F)(F)F)c3c(c2C#N)CCC3)o1,-3.3,i,-0.5,30.0,-6.8,1.0,6.9,0.5,2.2,-2.9

# Further structures
SMILES,MT1-MMP act inh,Rpn11 block,CendR NRP1 mod,SKN-1 inh,DNMT1 block,Scp-1 inhibitor,STEP block,SUMO1 PPI mod,LMPTP block,NadD block
Cc1ccc(/C(=N/Nc2nc3ccccc3s2)C2=C(O)c3ccccc3C2=O)cc1,-1.6,i,1.5,16.1,-42.9,-10.7,-5.5,5.0,1.2,34.0*
O=c1c(C/C=C/c2ccccc2)c(O)ccn1CCc1c[nH]c2ccccc12,-5.4,i,-0.4,-7.7,-3.3,8.3,-1.6,5.0,4.5,1.9
CC(C)(C)OC(=O)N(CCc1ccccc1)Cc1ccccc1OCc1cccc(NC(=O)/C=C/c2ccccc2)c1,9.3,i,-23.7,3.4,4.8,-20.7,1.4,1.7,3.0,12.6
O=C(Nc1ccc(Oc2ccccc2)nc1)C1CCN(Cc2cccc(F)c2)CC1,2.6,i,27.3*,-4.0,-2.7,1.7,3.2,4.6,-1.0,-5.8
O=C(Nc1ccccc1Br)c1ccc(OC(=S)N2CCOCC2)cc1,-0.2,i,12.1,0.3,-0.9,-1.3,-0.1,1.0,-0.2,-1.9
C=CCOC(=O)C1=C(C)NC(=O)NC1c1cn(-c2ccccc2)nc1-c1cccs1 (stereo not given),2.2,i,0.9,-4.9,-13.6,-6.8,3.5,1.0,-1.6,-5.2
Cc1ccccc1CC(=O)N1CCC(CCC(=O)NC2CC2)CC1,0.6,i,0.9,22.0,4.5,/,-1.9,6.0,-0.8,1.7
O=C(CC1C[C@H](C(=O)N2CCOCC2)[C@@]2(CCC3CCCC3)c3[nH]c4ccccc4c3CCN2C1=O)NCCN1CCOCC1 (stereo not given in full),0.8,i,-7.4,21.2,6.0,-4.2,0.2,-8.7,-5.7,1.1
CCN1C/C(=C/c2sccc2C)c2nc3ccccc3c(C(=O)O)c2C1,-5.2,i,-13.6,3.6,-2.6,0.9,-2.2,-22.4,3.2,1.8
O=C(Nc1ccc(NC(=O)c2cccs2)cc1Cl)c1ccco1,0.3,i,2.4,3.8,-2.5,0.9,-0.5,-1.1,1.3,-6.4

# Arranged by formula weight (high to low): part of the list above.
SMILES,MT1-MMP act inh,Rpn11 block,CendR NRP1 mod,SKN-1 inh,DNMT1 block,Scp-1 inhibitor,STEP block,SUMO1 PPI mod,LMPTP block,NadD block
O=C(CC1C[C@H](C(=O)N2CCOCC2)[C@@]2(CCC3CCCC3)c3[nH]c4ccccc4c3CCN2C1=O)NCCN1CCOCC1 (stereo not given in full),0.8,i,-7.4,21.2,6.0,-4.2,0.2,-8.7,-5.7,1.1
O=C(Nc1ccc(Oc2ccccc2)nc1)C1CCN(Cc2cccc(F)c2)CC1,2.6,i,27.3*,-4.0,-2.7,1.7,3.2,4.6,-1.0,-5.8
Cc1ccccc1CC(=O)N1CCC(CCC(=O)NC2CC2)CC1,0.6,i,0.9,22.0,4.5,/,-1.9,6.0,-0.8,1.7

# Next compounds
SMILES,MT1-MMP act inh,Rpn11 block,CendR NRP1 mod,SKN-1 inh,DNMT1 block,Scp-1 inhibitor,STEP block,SUMO1 PPI mod,LMPTP block,NadD block
CCOc1ccc(CCNC(=O)CCC(=O)Nc2ccc3nc(N4CCN(C)CC4)cc(C)c3c2)cc1OCC,1.2,i,-13.5,2.3,0.7,12.4,0.0,3.2,-1.3,-10.3
O=c1c2cc(NC(=S)N3CCCC3)ccc2nc2n1CCCCC2,-6.5,i,2.9,3.4,1.0,-6.5,-1.5,-5.1,0.1,-2.6
O=C(c1ccc([N+](=O)[O-])cc1)N(Cc1ccccc1)Cc1ccccc1,-5.0,i,10.1,-7.6,-1.1,-16.0,2.8,-26.2,2.9,-5.8
O=C1COc2ccc(C(=O)COC(=O)/C=C/c3cccc(F)c3)cc2N1,-2.3,i,4.4,-2.3,19.3,-0.8,2.1,-0.1,1.2,17.7
CCNS(=O)(=O)c1ccc(CCC(=O)N2CCC(C)CC2)cc1,1.7,i,2.2,5.3,1.1,-5.1,-2.8,7.5,-0.9,-2.6
COC(=O)C(NC(=O)C(CC(C)C)NC(=O)C1CCC(C)CC1)C(C)C (stereo not given),2.6,i,-6.3,4.5,0.6,2.8,-0.4,3.1,-3.1,-4.2
OCCNCc1cc(Br)ccc1OCc1ccccc1,3.9,i,-11.1,5.8,1.6,-11.8,-2.6,-1.3,-0.6,-9.9
CCc1nc2c(OCc3ccccc3)cccn2c1N(C)C(=O)c1ccc2c(c1)OCO2,1.2,i,-2.5,-9.5,-1.7,/,1.5,18.7,-1.1,3.9
COc1ccc(CCNc2nc(-c3ccccn3)cs2)cc1OC,4.5,i,3.4,0.6,0.2,-5.6,-0.6,-7.7,3.0,-5.5
